# From PubChem
# Tau fluor counter – counter-screen for tau fibril formation inhibitors. Potency, µM (doses to about 57.7 µM), for the others: top-dose activity change, negative = decrease. 0.93% of 280,000 active. tau K18 P301L Alexa594 fluorescence, heparin fibrillization; also: nearly all actives have a fitted effect of over 55% in size
#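 Human K18 P301L tau (15 uM unlabeled plus 0.24 uM Alexa 594-labeled, final) in 100 mM sodium acetate pH 7 was mixed with compound and 20 uM heparin and incubated 6 hr at 37 C.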
# Tau FP inhib – blocks human tau fibril formation measured by polarization; K18 P301L tau heparin fibrillization, Alexa594 FP, 6 h; P10636; Potency, µM (doses to about 57.7 µM), for the others: top-dose activity, negative = inhibition, actives largely listed as inhibitors; 0.39% of 280,000 active; AID 1468; also: nearly all actives have a fitted effect of over 55% in size
# Target sequence (P10636 561-689 P618L limits assumed): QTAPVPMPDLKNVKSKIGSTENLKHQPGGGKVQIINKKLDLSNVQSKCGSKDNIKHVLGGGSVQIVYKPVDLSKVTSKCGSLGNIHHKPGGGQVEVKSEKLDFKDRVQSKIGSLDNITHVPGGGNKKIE
#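 Human K18 P301L fragment (15 uM unlabeled plus 0.24 uM Alexa 594-labeled) in 100 mM sodium acetate pH 7 with compound, aggregation induced by 20 uM heparin for 6 hr at 37 C. ThT (30 uM) added for 1 hr, then Alexa 594 FP read.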
# L3MBTL1 inh – blocks human L3MBTL1; Q9Y468; AlphaScreen L3MBTL1–H3K9me1 peptide binding; Potency, µM (highest dose often 57.1 µM), for the others: top-dose activity, negative = inhibition, hits mostly inhibitors; 0.66% of 230,000 active; also: nearly all actives have a fitted effect of over 60% in size
#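 AlphaScreen proximity signal between nickel-chelate acceptor and streptavidin donor beads (final 10 ug/mL) reports binding of 50 nM L3MBTL1 to 75 nM biotin-H3 K9me1 peptide; complex incubated with compounds 30 min at room temperature; cefsulodin titration as control.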
# ALDH1A1 block – blocks purified human ALDH1A1 activity. P00352. Purified ALDH1A1, NADH fluorescence, propionaldehyde substrate. Potency, µM (doses to about 75.3 µM), without a hit: at the highest dose activity, negative = inhibition, actives largely listed as inhibitors. 7.3% of 220,000 active. AID 1030; active = well fitted inhibition curve with a large enough effect, not every such curve was filed as active; inconclusive = small, poorly fitted or top-dose-only effect, or another doubt; inactive = no such curve, though single readings can be large or run the other way;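 also: plate controls were no enzyme wells and a reference inhibitor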
# Target sequence (P00352 whole entry, looked up): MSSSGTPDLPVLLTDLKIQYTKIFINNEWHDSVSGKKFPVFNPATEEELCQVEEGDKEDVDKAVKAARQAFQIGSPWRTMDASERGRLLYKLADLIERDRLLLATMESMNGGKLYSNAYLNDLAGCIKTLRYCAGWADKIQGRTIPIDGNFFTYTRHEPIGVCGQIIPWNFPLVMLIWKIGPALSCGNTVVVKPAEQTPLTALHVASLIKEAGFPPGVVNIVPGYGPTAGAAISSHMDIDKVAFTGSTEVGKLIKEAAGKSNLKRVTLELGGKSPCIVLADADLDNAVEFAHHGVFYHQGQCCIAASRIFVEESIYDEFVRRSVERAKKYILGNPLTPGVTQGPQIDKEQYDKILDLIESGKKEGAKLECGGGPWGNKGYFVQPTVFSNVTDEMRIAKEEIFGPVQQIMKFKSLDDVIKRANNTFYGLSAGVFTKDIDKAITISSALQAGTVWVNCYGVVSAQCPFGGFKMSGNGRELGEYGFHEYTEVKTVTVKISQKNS
# TRb SRC2 PPI – disrupts binding of human TR beta to SRC2; TRbeta-SRC2 peptide binding, fluorescence polarization; receptor liganded with 1 µM T3; Potency, µM (doses to about 106 µM), for the others: at the highest dose activity change, negative = inhibition, most hits filed as inhibitors; P10828; 0.065% of 280,000 active;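 also: plate controls were bound peptide for no effect and peptide without receptor for full effect; nearly all actives have a fitted effect of over 50% in size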
#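 Fluorescence polarization of 20 nM Texas Red SRC2 peptide with 0.6 uM human TRb ligand-binding domain, in Tris buffer with 1uM T3 and 5% DMSO. Incubated 5 hr ambient; normalized to unbound and bound controls.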
# TR SRC2 fluor cs – Texas Red fluorescence interference in TRb-SRC2 counter-screen | TRb/SRC2 Texas Red total fluorescence interference | 0.29% of 280,000 active | AID 1479 | Potency, µM (titrated, usually from 106 µM), for inactives: at the top dose fluorescence change, negative = quenching; active = well fitted curve in either direction with a large enough effect; inconclusive = small, poorly fitted or top-dose-only effect
#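 Human TRb ligand-binding domain at 0.6 uM with 20 nM Texas Red SRC2 peptide in Tris buffer containing 1 uM T3 and 5% DMSO, incubated with compound 5 h at ambient temperature. Total fluorescence (555/632 nm) calculated as parallel + 2 × perpendicular.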
# Tau fibril ThT – inhibitors of human tau fibril formation, thioflavin T binding; P10636; 2.1% of 270,000 active; recombinant tau K18 P301L (four-repeat tau fragment), heparin-induced fibrillization, ThT fluorescence; AID 1460; Potency, µM (top dose mostly 57.4 µM), without a hit: top-dose activity, negative = inhibition, actives largely listed as inhibitors; also: nearly all actives have a fitted effect of over 55% in size
#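 Recombinant human tau K18 fragment […] carrying P301L, 15 uM unlabeled plus 0.24 uM Alexa 594-labeled, was fibrillized with 20 uM heparin in 100 mM sodium acetate pH 7 for 6 hr at 37 C; 30 uM ThT fluorescence read after 1 hr.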
# aGal spleen mod – alpha-galactosidase A (human) modulation; human spleen homogenate, 4MU-alpha-Gal fluorescence, 40 min; Potency, µM (top dose mostly 80 µM), inactives show at the top dose activity change, negative = inhibition, hits mostly inhibitors; P06280; 0.008% of 240,000 active;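 also: 0% = enzyme with vehicle and -100% = no enzyme basal signal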
# Target sequence (P06280 32-429 limits assumed): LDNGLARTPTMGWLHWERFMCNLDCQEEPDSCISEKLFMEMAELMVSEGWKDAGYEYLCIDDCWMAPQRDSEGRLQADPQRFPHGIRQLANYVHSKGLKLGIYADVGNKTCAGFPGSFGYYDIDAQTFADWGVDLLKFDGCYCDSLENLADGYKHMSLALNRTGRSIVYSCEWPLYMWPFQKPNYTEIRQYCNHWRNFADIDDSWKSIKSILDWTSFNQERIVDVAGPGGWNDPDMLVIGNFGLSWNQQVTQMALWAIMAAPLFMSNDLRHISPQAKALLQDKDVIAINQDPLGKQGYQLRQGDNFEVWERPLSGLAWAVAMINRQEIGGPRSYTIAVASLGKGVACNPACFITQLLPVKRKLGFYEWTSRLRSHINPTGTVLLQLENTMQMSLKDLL
#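 qHTS titration in buffer at pH 5.0. Alpha-galactosidase activity in spleen homogenate was measured via 4-methylumbelliferone release from 1 mM fluorogenic substrate after 40 min at 37C and a pH 10 stop. AC50 came from Hill fits of control-normalized data.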
# * hit, by the source's call; ? = inconclusive; · = not tested or not shown; [ ] = another dose, or the depositor's remark. Unless noted, calls follow the shape of the dose curve; as a rule, active = well fitted curve in the direction sought with a large enough effect; inconclusive = small, poorly fitted or top-dose-only effect, or another doubt; inactive = no such curve, though single readings can be large; an effect the other way counts as inactive or inconclusive. Unless noted, % is scaled to controls: 0 for no effect and ±100 for the full control effect; potency is read from the fitted curve at half-maximal effect.
item	SMILES	TRb SRC2 PPI	L3MBTL1 inh	ALDH1A1 block	Tau FP inhib	aGal spleen mod	Tau fibril ThT	TR SRC2 fluor cs	Tau fluor counter
1	O=C(CCc1ccccc1)Nc1ccc(F)cc1F	-5%	·	9%	1%	3%	-8%	-1%	-7%
2	O=C(NN=C1CCCCCCC1)c1ccc(F)cc1	2%	5%[11.4 µM]	-12%	-1%	4%	-4%	0%	4%
3	O=C1N(c2ccccc2)C(=Nc2ccccc2)SC12CC2	4%	8%	·	-2%	7%	3%	-3%	-2%
4	CCOc1cc(C(=O)OCC(=O)Nc2c(C)cccc2C)ccc1OCC(=O)N1CCOCC1	0%[53 µM]	7%	8%	-6%	-3%	7%	-1%[53 µM]	9%
5	O=C(C1=C[C@@H](c2ccc(Br)cc2)C[C@@H](OCc2ccc(CO)cc2)O1)N1CCN(Cc2ccc3c(c2)OCO3)CC1	5%	-27%	5%	4%	2%	-18%	-1%	-13%
6	CCOc1ccc(NC(=O)C(=O)NCC(c2cccnc2)N2CCc3ccccc32)cc1 (stereo not given)	-2%	·	·	-5%	·	15%	2%	2%
7	CC(=O)NCCC1CCCCN1Cc1nc(Cc2cccc(C(F)(F)F)c2)no1 (stereo not given)	-1%	4%	10%	-4%	5%	4%	-3%	9%
8	CCOC(=O)N1CCC(NC(=O)Cn2nc(-c3ccccc3)ccc2=O)CC1	-7%	-3%	9%	0%	9%	-6%	-4%	-5%
9	COc1ccc(CNC(=O)Nc2cccc(C)c2)cc1	-3%	1%	16%	0%	1%	-4%	1%	-4%
10	COc1ccc(NC(=O)CSc2c3c(nc4ccc(Cl)cc24)CCCC3)cc1Cl	1%	·	·	-1%	·	-7%	1%	-17%
11	Oc1csc(Cc2nc(-c3ccc(-c4ccccc4)cc3)cs2)n1	1%	-4%	?	5%	0%	?	-4%	-29%
12	C(=N\N(c1ccccc1)c1ccccc1)/c1ccc2c(c1)OCO2	1%	-3%	-5%	3%	-6%	-7%	-5%	-22%
13	CCc1ccc(C(C(=O)NCc2ccc(OC)cc2)N(CCOC)C(=O)Cc2cccs2)cc1 (stereo not given)	3%	-2%	1.3µM*	2%	-3%	-8%	-5%	-5%
14	Cc1cc(NC(=O)CCC(=O)N(Cc2ccccc2)C2(C(=O)NC3CCCCC3)CCCC2)no1	-5%	-28%	0%	-10%	8%	10%	-1%	9%
15	CCOC(=O)c1ccc(Oc2nc(OC)nc(N(C)C)n2)cc1	-14%	-16%	24%	-1%	7%	-1%	1%	-8%
16	CC(C)(C)OC(=O)N1CCC(C(=O)N[C@@H](Cc2ccccc2)C(=O)O)CC1	1%	·	3%	0%	5%	-9%	-1%	-5%
17	Cc1ccc(NC(=O)c2ccccc2-c2ccc(C(F)(F)F)cc2)cc1S(=O)(=O)N1CCOCC1	-2%	-1%	10%	3%	-10%	8%	4%	-7%
18	Cc1cccc(C)c1NC(=S)Nc1ccc(Cl)c(Cl)c1	-1%	-2%	22µM*	?	-3%	3%	1%	-24%
19	O=C(Nc1ccc(F)cc1)c1cc(Cl)sc1Cl	3%	·	7%	-3%	-6%	-7%	-2%	-7%
20	CN(C)/C=N/S(=O)(=O)c1cccn1-c1ncc(C(F)(F)F)cc1Cl	3%	10%	3%	0%	-6%	6%	0%	12%
21	O=C(Oc1cccc(/C=N/Nc2nc(N3CCOCC3)nc(N3CCOCC3)n2)c1)c1ccco1	-16%	2%	9%	17%	9%	-6%	-2%	-8%
22	C=CCOC(=O)CCCC(=O)NC1CCCCC1	-2%	9%	?	8%	7%	-4%	-1%	6%
23	CC(C(=O)NC1CCCC1)N(C(=O)c1snc(C(N)=O)c1N)c1ccc2c(c1)OCCO2 (stereo not given)	-19%	0%	13µM*	-1%	0%	-10%	-2%	-9%
24	Cc1oc(-c2cccs2)nc1CN1CCC(C(=O)N2CCCC2)CC1	3%[53 µM]	2%	-2%	-3%	1%	-9%	0%[53 µM]	-5%

# Reformatted with each value named: three of the compounds above
10) COc1ccc(NC(=O)CSc2c3c(nc4ccc(Cl)cc24)CCCC3)cc1Cl
  TRb SRC2 PPI: 1%; L3MBTL1 inh: ·; ALDH1A1 block: ·; Tau FP inhib: -1%; aGal spleen mod: ·; Tau fibril ThT: -7%; TR SRC2 fluor cs: 1%; Tau fluor counter: -17%

11) Oc1csc(Cc2nc(-c3ccc(-c4ccccc4)cc3)cs2)n1
  TRb SRC2 PPI: 1%; L3MBTL1 inh: -4%; ALDH1A1 block: ?; Tau FP inhib: 5%; aGal spleen mod: 0%; Tau fibril ThT: ?; TR SRC2 fluor cs: -4%; Tau fluor counter: -29%

12) C(=N\N(c1ccccc1)c1ccccc1)/c1ccc2c(c1)OCO2
  TRb SRC2 PPI: 1%; L3MBTL1 inh: -3%; ALDH1A1 block: -5%; Tau FP inhib: 3%; aGal spleen mod: -6%; Tau fibril ThT: -7%; TR SRC2 fluor cs: -5%; Tau fluor counter: -22%

# (more compounds)
item	SMILES	TRb SRC2 PPI	L3MBTL1 inh	ALDH1A1 block	Tau FP inhib	aGal spleen mod	Tau fibril ThT	TR SRC2 fluor cs	Tau fluor counter
25	CSc1nnc(C2CCCN2)n1C (stereo not given)	0%	?	2%	0%	12%	-5%	-7%	3%
26	CC(=O)N/C(=C/c1ccc(Cl)cc1)C(=O)NCCc1c[nH]c2ccccc12	-5%	-2%	-4%	8%	-3%	-13%	-1%	-12%
27	NC(=S)Nc1cccc(F)c1	9%	-5%	1%	-4%	-2%	2%	-2%	1%
28	COc1cc2c(cc1OC)C(C)N(C(=O)c1nccnc1C(=O)O)CC2 (stereo not given)	0%	-5%	-11%	-6%	-5%	-9%	-4%	-12%
29	O=C(COC(=O)Cc1ccc(S(=O)(=O)N2CCOCC2)s1)NCc1ccccc1	-3%	-2%	4%	-10%	4%	?	-4%	-29%
30	NS(=O)(=O)c1ccc(NC(=O)c2cccc(Cl)c2)cc1	4%	4%	3%	4%	-7%	-9%	-3%	-7%
31	O=C(O)c1cccc(Nc2ncnc3c2cnn3-c2ccccc2)c1	-4%	·	-3%	-6%	4%	?	-1%	-14%
32	Fc1ccc(OCCCCN2CCOCC2)cc1	-2%	·	9%	-1%	-5%	-5%	0%	-2%
33	O=C(COC(=O)c1ccccc1Nc1ccccc1)c1ccccc1	-3%	53%[activator]	-16%	-7%	6%	-8%	0%	-24%
34	Cc1nc(SCC(=O)c2cccc([N+](=O)[O-])c2)n[nH]1	3%	5%	?	?	-2%	40µM*	2%	-28%
35	CCOc1ccc(-n2c(SCC(=O)NCc3ccco3)nc3c(c2=O)SCC3)cc1	5%	-7%	14µM*	-3%	1%	?	-2%	-12%
36	Cc1onc(-c2ccccc2)c1CNC(=O)Nc1ccc(F)cc1F	?	1%	-3%	-11%	4%	2%	4%	-15%
37	C=C1CCC2C(CC2(C)C)C(=O)CCC1O (stereo not given)	-7%	·	-4%	0%	6%	-3%	-6%	-4%
38	Cn1c(=O)cc(OCC(=O)Nc2ccccn2)c2ccccc21	8%	·	?	2%	5%	0%	1%	-1%
39	O=c1c2ccccc2nc(SCc2ccncc2)n1CC1CCCO1 (stereo not given)	-7%	·	-8%	-1%	-1%	-3%	-1%	-7%
40	Cc1ccccc1NC(=S)N1CCCC(c2nc3ccccc3[nH]2)C1 (stereo not given)	0%	11%	1%	1%	-2%	5%	2%	1%
41	CCCCn1c(SCC(=O)Nc2cc(C)on2)nc2ccsc2c1=O	-19%	2%	2%	1%	20%	-4%	-1%	-6%
42	CC(C)N(c1nnc(N)s1)C(C)C	-9%	-2%	-2%	4%	-4%	-3%	0%	4%
43	Cc1ccc(S(=O)(=O)NC(=O)Nc2cc(C)ccc2F)cc1	3%	-2%	28µM*	7%	3%	-6%	-3%	8%
44	O=C(COc1ccc2ccccc2c1)N/N=C/c1ccccn1	4%[53 µM]	3%	5%	-9%	-10%	?	0%[53 µM]	-16%
45	Cc1c(-c2ccc(Br)cc2)[n+](=O)c2c(n1[O-])CCCCC2	-3%	1%	·	0%	6%	-5%	-7%	-5%
46	Cc1cccc(NC(c2cccc(F)c2)c2ccc3ccc(C)nc3c2O)n1 (stereo not given)	0%	·	·	10%	·	?	-1%	-19%
47	CC1CCc2sc3ncnc(N4CCOCC4)c3c2C1 (stereo not given)	-1%	·	2%	-5%	7%	-9%	-3%	-15%
48	COc1ccc(Nc2c(-c3cccc(O)c3)nc3cnccn23)cc1	-5%	·	·	2%	·	-11%	-1%	?
49	Cc1cc(C)cc(SCc2noc(C(=O)NC(C)C)c2C(=O)O)c1	3%	4%	-3%	0%	2%	0%	0%	-1%
50	COCCCNC(=O)Cn1c(=O)n(CCCC(=O)NCc2ccc(C)cc2)c(=O)c2ccccc21	-2%	·	·	-4%	·	0%	-1%	-6%
51	COc1cc(OC)cc(C(=O)N/N=C/c2ccc(OC)c(COc3ccc(F)cc3)c2)c1	-2%	-9%	?	?	0%	0%	0%	?
52	CCCn1c(O)c(CN2CCCC(C)C2)c(C)c(C#N)c1=O (stereo not given)	-25%	-14%	?	?	-12%	?	7%	-25%
53	COc1ccccc1C(=O)NNC(=O)C(=O)NC(C)C	0%	?	5%	0%	3%	-2%	-1%	7%
54	CN(C)CCCCNCCCNC(=O)/C=N\O	-11%	·	16%	-3%	0%	-7%	0%	-2%
55	CC(=O)NC(CC(=O)Nc1nccs1)c1ccccc1 (stereo not given)	1%	16%	·	-9%	-13%	-10%	-4%	-7%
56	O=P(O)(O)c1ccccc1OCCOCCOCCOCCOc1ccccc1P(=O)(O)O	3%	·	-2%	3%	-3%	2%	-2%	-2%
57	Cc1cccc(N2CCN(C(=O)c3ccncc3)CC2C)c1 (stereo not given)	-3%	·	1%	-2%	3%	5%	-5%	3%
58	Cc1ccc(N(C(=O)CNC(=O)c2ccco2)C(C(=O)NCC2CCCO2)c2ccccc2)cc1 (stereo not given)	2%	-4%	-1%	8%	-12%	1%	-1%	1%
59	O=C(/C=C/c1ccc2c(c1)OCO2)Nc1nc2ccc(F)cc2s1	-7%	·	·	?	1%	?	-5%	-25%
60	Cc1ccc2cc(/C=N/NC(=O)CN3CCOCC3)c(Cl)nc2c1	6%	-5%	-6%	-5%	2%	-12%	4%	-6%
61	Cc1cc(NC(=O)c2ccccc2Cl)c(C(C)C)cc1O	-11%	9%	5%	-3%	-4%	-14%	-4%	-4%
62	COCCCNC(=O)c1ccc(CS(=O)(=O)c2ccc(Br)cc2)o1	-4%	·	?	1%	-12%	-8%	-1%	-2%
